Screening data (PubChem)
PvdQ inh = P. aeruginosa PvdQ acylase inhibitors, primary screen, biochemical, fluorescence, plate reader and imaging, single point | 0.063% of 340,000 active | inhibition, % at 10 µM | PvdQ acylase [Pseudomonas aeruginosa LESB58] | purified PvdQ acylase; in the data active = inhibition above about 30%, passing the limit was not always enough;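 also: 0% = vehicle neutral wells and 100% = reference inhibitor wells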
AddAB inh = growth inhibition of E. coli expressing H. pylori AddAB, primary screen, AddAB inhibitor project, absorbance; inhibition, % at 11.9 µM; 0.29% of 330,000 active; AID 435030, 2010; in the data active = inhibition above about 12%;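 also: 0% = vehicle wells of infected cells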
Wnt act = Wnt/beta-catenin pathway activators, primary screen, cell-based, plate reader, single point; Wnt/beta-catenin reporter cell assay, activator; activation, % at 9.35 µM; 1.2% of 300,000 active; in the data active = activation above about 30%, passing the limit was not always enough;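 also: 0% = neutral control wells and 100% = positive control wells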
PfHsp90 set2 = growth inhibition of PfHsp90-expressing yeast, primary screen, antimalarial PfHsp90 inhibitor project, S. cerevisiae, BacTiter-Glo luminescence, single point, set 2; inhibition, % at 9.4 µM; 0.32% of 310,000 active; BacTiter-Glo ATP, 48 h; yeast lacking PDR1 and PDR3 efflux regulators;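 active = every replicate shows inhibition above about 80%, whatever the replicate mean, limit read from the data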;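 also: 0% = DMSO neutral controls and 100% = 20 µM radicicol positive controls; yeast relying on Plasmodium falciparum Hsp90 in place of its own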
phage Ecoli inh = growth loss of phage-infected E. coli, primary screen, RecBCD inhibitor project, absorbance, with phage, HTS. inhibition, % at 11.9 µM. 0.26% of 360,000 active. AID 651602, 2012; in the data active = inhibition above about 11%
Rtt109 HAT inh = inhibitors of C. albicans Rtt109/Vps75 HAT, primary screen, biochemical, ThioGlo CoA-SH fluorescence, plate reader; 0.16% of 330,000 active; purified Rtt109/Vps75, 4 h; inhibition, % at 34.9 µM;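 active = inhibition of at least 50% in every replicate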
Target sequence (Q5AAJ8 whole entry, looked up): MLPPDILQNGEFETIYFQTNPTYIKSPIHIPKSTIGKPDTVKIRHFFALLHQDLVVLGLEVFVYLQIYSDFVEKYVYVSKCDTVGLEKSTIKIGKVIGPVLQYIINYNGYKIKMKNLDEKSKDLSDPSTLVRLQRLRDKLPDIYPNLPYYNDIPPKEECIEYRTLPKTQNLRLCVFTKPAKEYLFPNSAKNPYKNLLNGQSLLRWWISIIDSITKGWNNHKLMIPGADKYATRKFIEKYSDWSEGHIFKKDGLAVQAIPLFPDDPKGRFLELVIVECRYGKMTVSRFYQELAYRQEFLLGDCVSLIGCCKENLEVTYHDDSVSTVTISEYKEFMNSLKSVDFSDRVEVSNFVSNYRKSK
Tat transport = E. coli Tat export inhibitors, primary screen, MC4100, TorA-mCherry reporter, fluorescence, single point; inhibition, % at 10 µM; 0.036% of 340,000 active; AID 488895, 2010;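 active = mean replicate inhibition at least 50% and at least half of replicates individually reaching 50%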;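 also: exported cargo escapes ClpAP degradation while cytoplasmic cargo is degraded and loses fluorescence; 0% = median of neutral control wells and 100% = median of NaSCN control wells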
DAGLB inh = DAGLB lipase inhibitors, primary screen, biochemical, fluorescence, HTS | HEK293T DAGLB membrane lysate, EnzChek fluorogenic substrate | inhibition, % at 5.17 µM | 0.059% of 340,000 active; in the data active = inhibition above about 34%;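 also: 0% = enzyme with vehicle and 100% = wells lacking enzyme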
Target sequence (Q8NCG7 whole entry, looked up): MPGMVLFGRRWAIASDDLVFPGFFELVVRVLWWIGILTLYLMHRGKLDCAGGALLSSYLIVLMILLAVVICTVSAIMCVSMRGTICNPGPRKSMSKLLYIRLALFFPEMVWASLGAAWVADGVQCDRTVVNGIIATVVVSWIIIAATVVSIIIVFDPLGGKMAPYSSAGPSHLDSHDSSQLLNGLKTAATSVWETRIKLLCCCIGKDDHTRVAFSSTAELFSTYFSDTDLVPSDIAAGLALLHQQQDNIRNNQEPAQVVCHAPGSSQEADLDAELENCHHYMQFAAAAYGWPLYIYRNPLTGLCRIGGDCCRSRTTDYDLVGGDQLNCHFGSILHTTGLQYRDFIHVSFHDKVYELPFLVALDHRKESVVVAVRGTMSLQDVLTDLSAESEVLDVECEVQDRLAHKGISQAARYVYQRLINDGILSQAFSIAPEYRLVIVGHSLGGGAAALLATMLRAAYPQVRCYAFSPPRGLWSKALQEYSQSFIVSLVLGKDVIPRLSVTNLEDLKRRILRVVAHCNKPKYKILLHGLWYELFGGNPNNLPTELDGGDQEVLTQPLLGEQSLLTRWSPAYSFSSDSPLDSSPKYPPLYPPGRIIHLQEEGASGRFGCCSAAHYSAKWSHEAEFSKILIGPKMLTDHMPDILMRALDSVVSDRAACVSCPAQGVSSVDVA
Ecoli viability = E. coli V3065 growth inhibition, primary screen, counter-screen for AddAB inhibitor project, absorbance, OD600; 0.27% of 330,000 active; inhibition, % at 11.9 µM; 18 h;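 active = inhibition above the campaign's mean inhibition across all tested compounds plus 3 SD, cut at about 9.9% in these data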;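 also: uninfected addAB+ strain grown without phage in ampicillin broth; 0% = DMSO wells and 100% = ciprofloxacin 0.95 µg/ml wells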
CAL PDZ inh = CAL PDZ peptide-binding inhibitors, primary screen, biochemical, fluorescence polarization, Cer-tagged CAL PDZ, HTS; Golgi-associated PDZ and coiled-coil motif-containing protein (Homo sapiens), Q9HD26; purified CAL PDZ, TMR-peptide fluorescence polarization, 1 h; inhibition, % at 20 µM; 0.02% of 330,000 active;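 active = highest replicate inhibition of at least 40%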;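 also: plate controls were DMSO neutral control wells for no effect and unlabeled competitor peptide control wells for full effect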
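Assay system – tagged CAL PDZ protein CerCALP, purified · Timing – 1 h at RT · Compound – single point, 20 µM · Measured by – fluorescence polarization from S- and P-plane intensities, G-factor corrected · Evaluation – inhibition from polarization loss · Probe or stimulus – TMR reporter peptide T*-PRC34 · Buffer or medium – pH 7.4 phosphate-saline buffer, reducing agent, detergent, IgG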
Active calls of the source: *; · = no result given. Only part of the results is shown; the hit share may differ from the screen's.

SMILES	PvdQ inh	AddAB inh	Wnt act	PfHsp90 set2	phage Ecoli inh	Rtt109 HAT inh	Tat transport	DAGLB inh	Ecoli viability	CAL PDZ inh
CC12C=CC(=O)C=C1CC(O)C1C2CCC2(C)C1CCC2(C)O (stereo not given)	-10	·	-1	-11	3.8	-2	2	-1	·	0.4
O=C1C2CCCN2C(c2cccnc2)N1c1nccs1 (stereo not given)	-11	2.2	·	-66	2.8	0	-9	0	-0.3	-0.9
COc1ccc2c(c1O)-c1cccc3c1[C@@H](C2)N(C)CC3	-9	-0.9	4	-10	2.9	11	5	-1	-0.8	-0.5
CN(C)C(=O)Oc1ccc(C(=O)c2ccccc2)cc1	-1	3.7	0	-8	1.2	-2	-6	-5	1.7	-1.2
CC1(C)OC(c2ccccc2)=C/C(=C/C=C2C(=O)NC(=S)NC2=O)O1	·	3.6	0	·	1.8	·	·	·	-0.3	·
Cc1nn(Cc2ccccc2)c(C)c1C(=O)OCC(=O)NC1CCS(=O)(=O)C1 (stereo not given)	-5	-0.7	·	3	3.2	-3	0	2	-1.2	-0.7
Cc1cc(C=C2C(=O)NC(=O)NC2=O)c(C)n1-c1ccc2c(c1)OCO2	-8	5.6	0	-19	1.8	2	6	4	1.7	-2.1
Cc1cc(C)cc(NC(=O)CCNC(=O)N2C[C@H]3C[C@@H](C2)c2cccc(=O)n2C3)c1	-10	3.0	-1	5	2.8	-1	2	0	0.7	-0.2
COc1cccc(N2C(=O)NC(=O)/C(=C/c3ccc4c5c(cccc35)CC4)C2=O)c1	·	1.1	11	·	1.1	·	·	·	0.2	·
CC(OC(=O)c1cn(C)c2ccccc12)C(=O)N(C)c1ccccc1 (stereo not given)	-5	·	-1	-5	1.7	5	-5	1	·	-2.4
O=C(c1ccccc1)c1ccccc1N=Cc1c(O)[nH]c(=O)[nH]c1=O	-13	-0.5	0	-29	0.8	2	7	1	1.4	0.3
COc1ccc(CN2CC3CC(C2)c2cccc(=O)n2C3)cc1OC (stereo not given)	-11	0.5	-1	8	2.0	0	2	-1	-1.1	-1.9
Cc1ccc(CN2CCCN(Cc3ccc(Cl)cc3)S2(=O)=O)cc1	6	2.2	-1	4	2.5	-10	-3	-26	-0.5	-0.2
O=c1c2ccccc2nc(/C=C/c2ccc(O)c(O)c2)n1-c1ccccc1	9	0.7	-1	-8	-1.0	3	-9	12	-0.2	-1.1
O=C1CN(O)C(c2ccccc2Cl)=c2cc(Br)ccc2=N1	8	-1.9	0	-10	0.8	-1	2	0	0.9	·
CCOC(=O)c1ccc(N=C(CC)c2c(O)n(C)c(=O)n(C)c2=O)cc1	-14	0.2	-1	11	-0.7	0	-5	4	0.0	0.0
COP(=S)(OC)SCn1nnc2ccccc2c1=O	1	·	-2	·	2.8	-69	-1	-7	·	0.1
O=C(Cn1ncc2c3ccccc3n(Cc3cccc(Cl)c3)c2c1=O)N1CCC2(CC1)OCCO2	2	-2.5	·	6	0.9	-1	-2	-2	-3.7	-0.4
O=C(c1cc([N+](=O)[O-])ccc1N1CCNCC1)N1CCOCC1	-14	1.5	-3	-6	0.8	12	-4	-1	-1.6	-0.2
O=C(Nc1cccc(Cl)c1)OCC#CCN1CCCC1	-15	·	2	-5	5.5	2	2	-2	·	-1.2

Pulled by compound from the list above (3):
SMILES	PvdQ inh	AddAB inh	Wnt act	PfHsp90 set2	phage Ecoli inh	Rtt109 HAT inh	Tat transport	DAGLB inh	Ecoli viability	CAL PDZ inh
COc1ccc2c(c1O)-c1cccc3c1[C@@H](C2)N(C)CC3	-9	-0.9	4	-10	2.9	11	5	-1	-0.8	-0.5
Cc1ccc(CN2CCCN(Cc3ccc(Cl)cc3)S2(=O)=O)cc1	6	2.2	-1	4	2.5	-10	-3	-26	-0.5	-0.2
O=C(Nc1cccc(Cl)c1)OCC#CCN1CCCC1	-15	·	2	-5	5.5	2	2	-2	·	-1.2

(listing goes on)
SMILES	PvdQ inh	AddAB inh	Wnt act	PfHsp90 set2	phage Ecoli inh	Rtt109 HAT inh	Tat transport	DAGLB inh	Ecoli viability	CAL PDZ inh
CCOP(=S)(NN(Cc1ccccc1)C(=O)c1ccccc1)OCC	-1	1.9	0	6	4.5	-2	0	-3	-0.6	-0.3
CCN(CC)CCOC(=O)c1cc2cc(COC)ccc2o1	-6	2.5	·	-2	·	1	-1	-1	0.3	-1.3
O=C(Nc1ccc(C(F)(F)F)cc1)c1cccn(Cc2ccc3c(c2)OC(F)(F)O3)c1=O	4	0.6	2	0	1.1	2	2	-1	0.2	-0.5
Cc1ccc(C(c2nnnn2Cc2ccccc2)N2CC=C(c3ccc(F)cc3)CC2)cc1 (stereo not given)	17	-3.3	·	-1	0.3	·	-5	-4	-1.4	-2.0
NC1=Nc2ccccc2Oc2ccccc21	-2	4.0	2	·	2.6	4	-5	0	0.9	-3.0
CN1CCN(c2ccc(N)cc2)CC1	-16	0.9	·	-40	3.3	8	-6	-1	-0.4	0.1
COC(=O)C1=C(c2ccc(S(C)(=O)=O)cc2)C[C@@H]2CC[C@H]1N2C(=O)NCc1ccc(C(F)(F)F)cc1	-12	1.0	0	-27	2.0	-19	-3	0	-0.3	-0.1
COc1ccc(C(=O)CN2CCOCC2)cc1F	-21	3.5	·	12	1.5	-7	-5	0	-0.7	-0.2
O=c1[nH]c(=S)n(C2CC2)c(O)c1C=Nc1ccc2c(c1)OCO2	-9	-0.2	4	0	1.5	-5	-1	-1	1.9	-1.1
COc1cc(/C=N/n2cnnc2)ccc1OC(=O)N(C)C	-7	1.1	-2	11	3.3	2	14	-3	0.7	0.0
CNC(=O)Nc1ccc(C(O)(C(=O)OC)C(F)(F)F)cc1 (stereo not given)	-13	-1.3	3	10	0.2	5	0	-2	1.5	-0.1
CN1C(=O)C(=Cc2sc(=O)n(-c3ccccc3)c2N2CCCCC2)C(=O)N(C)C1=O	13	·	1	-1	1.3	-3	-4	3	·	-0.8
COc1ccccc1/C=C1\C(=O)NC(=S)N(c2ccccc2)C1=O	-20	-0.8	-3	-8	2.8	7	-13	2	-0.3	-1.2
C=CCn1c(O)c(C(C)=NCCCO)c(=O)[nH]c1=O	-16	1.2	·	-28	3.6	8	-2	-1	1.0	-0.6
CC(=O)Nc1cc(C(=O)N2CCC3(CC2)OCCO3)ccc1Sc1ccc(F)cc1	-5	3.7	-1	1	0.8	8	-3	2	-3.7	0.0
COc1ccc(C(=O)CN2CCCCC2)cc1	-8	1.2	1	31	4.5	-22	-3	-1	-0.6	-0.8
C=CCn1c(O)c(/C(C)=N/NC(=S)Nc2ccccc2)c(=O)[nH]c1=O	-5	0.3	-2	-7	0.3	28	-5	8	0.9	0.9
Cc1ccc(-n2c(C)nc3cc(Cl)ccc3c2=O)nc1	4	-0.1	9	-3	-1.7	4	-1	-3	-0.2	-2.1
O=C1CN=C(c2cc([N+](=O)[O-])ccc2Cl)c2cc([N+](=O)[O-])ccc2N1	4	1.3	47*	5	4.2	4	6	-5	-2.6	-0.1
Nc1ccc(N=Nc2ccccc2)cc1	-12	0.9	16	17	3.1	-2	14	14	1.0	-0.2
O=C(c1cc2cc(Br)ccc2[nH]1)N1CCC2(CC1)OCCO2	-7	4.5	4	-2	3.0	2	0	2	0.7	0.3
O=C(NCc1ccccc1)c1cccn(Cc2cccc(Cl)c2)c1=O	-17	0.4	0	-4	1.4	0	6	-2	1.8	-2.0
CC(C)NC(=O)Cn1cc(C(=O)c2ccccc2F)c2ccccc21	11	-2.3	-4	-10	0.6	32	11	-10	-3.3	-1.3
C[C@](N)(CCP(=O)(O)O)C(=O)O	-7	-1.1	-1	-14	2.6	-10	5	2	1.6	0.9
COC(=O)N(c1ccccc1)P(=O)(Oc1ccccc1)Oc1ccccc1	-10	-2.0	0	19	2.3	0	6	1	-2.1	-0.2
CN1CCN(/N=C/c2c[nH]c3ccccc23)CC1	-12	1.0	1	4	4.0	-4	-6	0	-0.2	0.2
CCCNc1oc(-c2cccc3ccccc23)nc1C#N	-4	0.8	·	12	-0.2	-11	-2	0	0.2	-2.0
O=C1NC(=O)N(Cc2cccs2)C(=O)/C1=C/c1ccc(N2CCOCC2)cc1	-2	4.3	-1	4	1.7	3	-2	4	-0.5	-0.2
c1ccc(Nc2ccc3ccccc3c2)cc1	0	·	0	1	4.3	-1	0	-1	·	1.3
Cc1cccc(C)c1NC(=O)CN(C)CC(=O)Nc1ccc(C#N)c(Cl)c1	-18	-0.3	-13	3	1.8	-9	1	0	-1.7	-4.2
CCOc1ccc2nc(N=Nc3c(O)[nH]c(=S)[nH]c3=O)sc2c1	-10	-0.1	-1	·	3.5	13	10	18	0.0	-0.4
NC(C(=O)O)c1cc(=O)[nH]o1 (stereo not given)	1	-2.4	2	5	4.1	-4	-2	1	-1.3	-0.2
C(#CCN1CCOCC1)COCC#Cc1ccccc1	-10	-0.3	·	·	4.6	-3	-1	-2	1.9	·
CCN(CC)P(=O)(/C=C(\Cl)c1ccccc1)/C=C(\Cl)c1ccccc1	-2	2.1	-1	-16	2.3	-11	-1	0	-0.2	-0.8
c1cncc(CNC2=NCCC2)c1	-15	0.7	2	·	3.4	1	-6	1	-0.7	-0.5
O=C(C(=O)N1CCOCC1)c1cn(Cc2c(F)cccc2Cl)c2ccccc12	-9	0.6	-1	0	2.7	-2	-10	2	0.1	0.4
CCOP(=O)(Cc1ccccc1)OCC	-3	-2.3	-4	10	1.9	-11	12	4	-2.4	-0.1
C[C@H]1CCC[C@@H](O)CCC/C=C/c2cc(O)cc(O)c2C(=O)O1	-13	1.6	·	23	1.8	-7	-6	1	-2.1	-2.8
Cc1ccc(NC2=NCCCS2)cc1Cl	2	3.8	1	4	-0.9	-12	-21	0	-0.2	-1.5
CC1(C)C(=O)CCC2C1=CCC1C2CCC2(C)C(O)CCC12 (stereo not given)	-18	·	-3	·	2.5	4	-3	-4	·	-0.7
O=C(O)C1C2CCC(O2)C1C(=O)Nc1cccc(Br)c1 (stereo not given)	-3	2.5	0	12	-0.2	-1	2	2	-0.3	·
CCN(CC)CCC(=O)O[C@H]1CC[C@]2(C)C3CC[C@@]4(C)C(CC[C@]4(C)O)C3CC[C@H]2C1 (stereo not given in full)	-4	-0.4	-1	5	1.9	-6	4	1	-2.8	-1.5
COc1cccc(-n2c(/C=C/c3ccc(O)c(O)c3)nc3ccccc3c2=O)c1	-4	2.6	2	8	4.1	0	-1	8	1.1	0.2
COC[C@H]1OC(=O)c2coc3c2[C@@]1(C)C1=C(C3=O)[C@@H]2CCC(=O)[C@@]2(C)C[C@H]1OC(C)=O	6	·	11	106*	3.9	8	1	2	·	-0.3
CC(=NCCCO)c1c(O)n(Cc2ccccc2)c(=O)[nH]c1=O	2	-2.0	·	22	5.6	-5	3	0	-2.0	-0.2
CN1[C@H]2CC[C@@H]1C(C(=O)N1CCOCC1)=C(O)C2	-3	2.8	-1	-8	2.5	-11	-9	0	2.3	-0.3
O=C(Nc1ccncc1)c1cccn(Cc2ccccc2)c1=O	-8	-1.5	-8	22	2.3	0	1	-2	-2.0	-1.0
